GalR3 antagonist: GalR3 antagonists in HEK293 cells, primary screen, cell-based, fluorescence readout. inhibition, % at 3 µM. 0.44% of 360,000 active. HEK293 GalR3-CNG cAMP membrane potential fluorescence; galR3 body fused to GalR1 C-terminus. Galanin receptor type 3 (Homo sapiens), O60755;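 active = inhibition above the screen-wide average plus 3 SD, cut at about 13% in these data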;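 note: forskolin and galanin both at EC90 stimulate the cells; cAMP rise reported by CNG channel membrane potential dye signal; 0% = forskolin plus galanin with DMSO and 100% = forskolin alone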
Target sequence (O60755 1-299 limits assumed): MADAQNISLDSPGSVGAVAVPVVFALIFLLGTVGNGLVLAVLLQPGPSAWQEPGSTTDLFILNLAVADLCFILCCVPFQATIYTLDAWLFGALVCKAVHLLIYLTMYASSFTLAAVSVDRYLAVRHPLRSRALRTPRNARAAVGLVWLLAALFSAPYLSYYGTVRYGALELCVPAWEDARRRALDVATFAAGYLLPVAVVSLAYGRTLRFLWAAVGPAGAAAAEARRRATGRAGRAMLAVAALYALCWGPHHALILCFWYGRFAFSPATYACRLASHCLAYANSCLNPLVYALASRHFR
OXTR agonist: human OXTR agonists, primary screen, fluorescence, CHO-OTR cells, Fluo-8 calcium; Oxytocin receptor (Homo sapiens), P30559; Fluo-8 calcium fluorescence; normalized: DMSO 0%, oxytocin 100%; activation, % at 3 µM; 0.32% of 320,000 active; AID 2435, 2010;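 active = activation above the mean of all tested compounds plus 3 SD, cutoff set per screening run, cut at about 20% in these data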;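 note: peak over basal fluorescence ratio from a 100 s FLIPR kinetic read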
Target sequence (P30559 whole entry, looked up): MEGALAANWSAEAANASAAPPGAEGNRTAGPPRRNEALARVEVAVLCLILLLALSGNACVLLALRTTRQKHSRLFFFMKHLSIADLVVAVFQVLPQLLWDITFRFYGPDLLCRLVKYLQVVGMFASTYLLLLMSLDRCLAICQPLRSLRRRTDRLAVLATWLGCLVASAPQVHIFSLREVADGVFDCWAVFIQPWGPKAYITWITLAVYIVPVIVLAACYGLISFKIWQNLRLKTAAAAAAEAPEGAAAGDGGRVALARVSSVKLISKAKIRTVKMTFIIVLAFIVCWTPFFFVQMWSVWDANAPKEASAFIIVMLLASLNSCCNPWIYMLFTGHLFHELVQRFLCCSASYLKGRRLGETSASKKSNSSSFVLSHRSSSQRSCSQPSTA
MEKK2 mut-MEK5: MEK5 binding signal on mutant MEKK2 PB1, primary screen, biochemical, multiplex bead flow cytometry, Alexa488-MEK5 | Alexa488-MEK5 binding to MEKK2 mutant | percent response, % at 10 µM | AID 1530, 2009 | 0.35% of 290,000 active; in the data active = percent response above about 24%, passing the limit was not always enough; note: inactives centre near 1; some results filed as inactive read as strong as hits
GPR7 antag: GPR7 receptor antagonists, primary screen, cell-based, fluorescence, single concentration. GPR7-expressing cells, fluorescence antagonist assay. 1.1% of 290,000 active. inhibition, % at 4.4 µM. Neuropeptides B/W receptor type 1 (Homo sapiens), P48145; in the data active = inhibition above about 16%, passing the limit was not always enough;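 note: cells stimulated with the agonist NPW; 0% = agonist with vehicle and 100% = vehicle without agonist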
Target sequence (P48145 whole entry, looked up): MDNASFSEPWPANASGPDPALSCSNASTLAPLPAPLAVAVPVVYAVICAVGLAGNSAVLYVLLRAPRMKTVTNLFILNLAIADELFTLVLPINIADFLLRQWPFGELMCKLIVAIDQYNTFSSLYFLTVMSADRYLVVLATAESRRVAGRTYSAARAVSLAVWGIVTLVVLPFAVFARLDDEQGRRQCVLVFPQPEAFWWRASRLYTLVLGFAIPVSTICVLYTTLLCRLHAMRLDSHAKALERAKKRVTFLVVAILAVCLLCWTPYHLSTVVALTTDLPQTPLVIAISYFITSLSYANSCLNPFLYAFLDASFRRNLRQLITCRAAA
PfM18AAP inh: PfM18AAP inhibitors, malaria aminopeptidase, primary screen, biochemical, QFRET, recombinant enzyme; M18 aspartyl aminopeptidase (Plasmodium falciparum 3D7); H-Glu-NHMec fluorogenic cleavage; inhibition, % at 7.35 µM; 1.2% of 290,000 active;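 active = inhibition above the campaign mean inhibition over all tested compounds plus 3 SD, cut at about 28% in these data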;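 note: 0% = plate median of test compound wells and 100% = 2 mM ZnCl2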
MEKK2 WT-MEK5: modulators of MEK5 binding to wildtype MEKK2, primary screen, biochemical, multiplex bead flow cytometry, Alexa488-MEK5; Mitogen-activated protein kinase kinase kinase 2 (Homo sapiens), Q9Y2U5; 1.1% of 290,000 active; binding response (% of control), % at 10 µM; Alexa488-MEK5 binding to MEKK2 WT; actives lie on both sides; in the data active = binding response below about 67% or above about 130%
NALP1 yeast inh: NALP1 inflammasome inhibitors in reconstituted yeast, colorimetric, S. cerevisiae, triplicate retest. S. cerevisiae NALP1/ASC/caspase-1 growth, X-gal OD620, 72 h. inhibition, % at 10 µM. 0.61% of 280,000 active; in the data active = inhibition mostly above about 24%, no sharp cut-off; inactive = mostly below about 32%; note: some compounds called inactive have numbers as strong as hits
V1aR counter: agonists of human V1a receptor, primary screen, counter-screen for OXTR agonist project, fluorescence, CHO-V1R cells. Vasopressin V1a receptor (Homo sapiens), P37288. Fluo-8 calcium fluorescence, agonist mode; 0% DMSO, 100% 3 nM vasopressin. activation, % at 3 µM. AID 2797, 2010. 0.25% of 320,000 active;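 active = activation above the mean activation of all tested compounds plus 3 SD, per screening run, cut at about 20% in these data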;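 note: signal is peak over basal fluorescence ratio across a 100 second FLIPR read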
OXTR potentiator: human OXTR potentiators, primary screen, fluorescence, CHO-OTR cells, Fluo-8 calcium | activation, % at 3 µM | AID 2445, 2010 | 0.061% of 320,000 active | Oxytocin receptor (Homo sapiens), P30559 | Fluo-8 calcium fluorescence, potentiator mode; 0% = oxytocin EC15, 100% = EC100;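 active = activation above that plate's cutoff, the mean activation of tested compounds plus 3 SD, cut at about 6.6% in these data, passing the limit was not always enough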;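 note: 100% uses oxytocin at 75 nM as the full agonist control; some results filed as inactive read as strong as hits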
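Assay system: CHO cell line stably expressing human OTR | Also added: Oxytocin at about EC15, sub-maximal agonist stimulus | Times: Compound 6 min at room temperature before oxytocin, 100 s read | Measured by: Fluo-8 intracellular calcium fluorescence, ex 470-495, em 515-575 nm | Controls: EC15 oxytocin alone as 0%, 75 nM oxytocin as 100%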
* hit, by the source's call; nt = no result given. Compounds were not picked by outcome; any-hit rate near 4.1%.

SMILES | GalR3 antagonist | OXTR agonist | MEKK2 mut-MEK5 | GPR7 antag | PfM18AAP inh | MEKK2 WT-MEK5 | NALP1 yeast inh | V1aR counter | OXTR potentiator
CC1CCN(S(=O)(=O)N2CCC(C(=O)NCc3cccnc3)CC2)CC1 | 2 | -1.2 | -28 | -4 | -18 | 55 | nt | -0.6 | -5
Cc1c2n(c3ccccc13)CCN(C)C2 | -1 | 0.6 | nt | nt | nt | nt | nt | 0.2 | -3
CC(C)C[C@H](N)c1nnc(SCc2ccc(Cl)cc2)o1 | -3 | 6.9 | -22 | 5 | -8 | 73 | 2 | 5.5 | -8
Cc1cc(NC(=O)Cc2ccsc2)ccc1Br | -8 | -0.4 | 6 | 6 | -2 | 112 | 10 | 1.2 | -11
COc1ccc(CCNC(=O)CN(c2ccccc2OC)S(C)(=O)=O)cc1OC | -3 | 0.6 | 2 | -15 | 2 | 103 | 14 | 1.2 | 2
COc1cc(-c2nnc(CSc3nnc4nc(C)cc(C)n34)o2)cc(OC)c1OC | 6 | 1.1 | 3 | 17 | -1 | 100 | -8 | -1.2 | -5
O=C(CSc1nnnn1-c1ccccc1)c1ccco1 | -6 | -0.1 | -1 | -16 | 4 | 101 | 7 | 0.4 | -2
OCC#Cc1cnc2ccccc2c1 | -1 | 0.2 | 1 | 5 | -2 | 102 | 8 | -0.2 | -9
Nn1c(SCc2cc([N+](=O)[O-])cc3c2OCOC3)nnc1-c1cccnc1 | -4 | 0.1 | -4 | -8 | 0 | 101 | -7 | 0.4 | -2
CN(C(=O)CSc1nnc(Nc2ccccc2)s1)c1c(N)n(Cc2ccccc2)c(=O)[nH]c1=O | 2 | -0.8 | -8 | 2 | 14 | 91 | -23 | 0.3 | -11
O=C(COc1ccc(Cl)cc1Cl)Nc1cccnc1 | -4 | 0.8 | 2 | -4 | -14 | 104 | 21 | 2.5 | -15
Cc1c(-n2cc(C(=O)c3ccccc3O)cc(C#N)c2=O)c(=O)n(-c2ccccc2)n1C | 2 | 6.1 | nt | 1 | 4 | nt | 26 | 2.4 | -8
Nc1nc(CCl)nc(N(c2ccccc2)c2ccccc2)n1 | -2 | -0.8 | -24 | -4 | 2 | 78 | 19 | 0.3 | -2
O=C(NC(=S)N1CCN(c2ccc([N+](=O)[O-])cc2)CC1)c1ccco1 | -4 | -0.6 | -3 | 1 | -2 | 98 | 25 | 0.8 | 2
COc1ccc(/C=N/NS(=O)(=O)c2ccc(F)cc2)cc1COc1cc(F)ccc1[N+](=O)[O-] | -4 | -2.7 | -1 | -4 | 65* | 93 | 4 | 0.5 | -15
O=C(C[C@@H]1C/C=C\C[C@H](NC(=O)OCC2c3ccccc3-c3ccccc32)C(=O)O[C@H](c2ccccc2)CNC1=O)NCCO | 6 | -0.3 | nt | nt | nt | nt | nt | -0.6 | -1
COCCN(Cc1nnc(-c2cccs2)o1)C(=O)c1cccc(S(=O)(=O)N2CCOCC2)c1 | -1 | 0.2 | nt | nt | nt | nt | nt | 0.9 | -1
CCc1nc(SCC(=O)N2c3ccccc3Sc3ccccc32)c2ccccc2n1 | -2 | -0.1 | -7 | -12 | -2 | 93 | 15 | -0.5 | 0
Cc1cccc(NC(=S)N2CCN(S(C)(=O)=O)CC2)c1 | 2 | -0.2 | -7 | -19 | -4 | 93 | 16 | -0.3 | -7
Cc1cccc(C)c1-n1c(SCC(=O)Nc2ccc(C(=O)O)cc2)nnc1-c1cccc(S(=O)(=O)N(C)C)c1 | -7 | -0.5 | nt | -9 | 4 | nt | 9 | 0.3 | -1
CCOC(=O)C1=C(C)NC(=O)NC1C1CC=CCC1 (configuration not stated) | -5 | -1.3 | 1 | -7 | -1 | 100 | 6 | -0.6 | -5
CC(C)Cc1ccc(/C(=N/O)C(=O)O)s1 | 2 | 0.2 | 12 | -11 | 11 | 104 | -2 | 1.7 | -8
O=C(CN1C(=O)C2CC=CCC2C1=O)N1CCN(c2ccc([N+](=O)[O-])cc2)CC1 (configuration not stated) | -3 | 2.7 | -9 | -4 | 0 | 90 | 2 | 3.0 | -7
O=C(COC(=O)c1cc(=O)c2ccccc2o1)NC1CCCCC1 | -4 | 0.2 | -2 | -9 | -6 | 97 | 7 | 1.4 | -19
Cc1ccc(N2C(=O)C(Cl)=C(NCCO)C2=O)c(C)c1 | -2 | 0.8 | 3 | -11 | 5 | 106 | 22 | 1.1 | -8
CC(C)CN(CCOc1cccc(N2C(=O)C3=C(CCCC3)C2=O)c1)CC(C)C | -2 | -2.3 | 0 | -6 | 5 | 103 | 19 | 0.0 | 1
Cc1cccc(CNC(=O)Cn2ccc3cc(S(=O)(=O)N4CCCC4)ccc32)c1 | -9 | -2.1 | 6 | -15 | 15 | 101 | 15 | -0.3 | -3
Cc1ccc(-c2nc(CNC(=O)c3ccco3)cs2)cc1 | -4 | 3.3 | 11 | 9 | 19 | 104 | 19 | 4.1 | -5
COc1cc2ncnc(NCc3ccc(F)cc3)c2cc1OC | -9 | -1.0 | 2 | -18 | -11 | 107 | 12 | 2.8 | -16
CCn1ccnc1CNC(=O)C1CCC(=O)N(Cc2cccc(C(F)(F)F)c2)C1 (configuration not stated) | -9 | -0.5 | 3 | -9 | 4 | 109 | 10 | 0.5 | -3
CCCCOc1ccc(-c2ncc(C(=O)O)c(C)n2)cc1 | -7 | -0.6 | 4 | -3 | -3 | 104 | 10 | -0.3 | -14
Cc1nc(NC(=O)c2ccccc2[N+](=O)[O-])sc1C(=O)N(C)C | -3 | -1.4 | 3 | 7 | -9 | 107 | 28 | -0.3 | -3
N#C/C(=C(/O)CSc1n[nH]c(N)n1)c1nc2ccccc2[nH]1 | 1 | 2.1 | 3 | 5 | 11 | 103 | nt | 0.7 | -1
COc1ccccc1N1CCN(C/C=C/c2ccc(N(C)C)cc2)CC1 | nt | 0.7 | 10 | -10 | 10 | 118 | 27 | -0.1 | -1
CCOC(=O)C(C(=O)N1CCOCC1)C1CCCCC1 (configuration not stated) | -4 | 0.4 | 7 | -12 | -6 | 106 | 10 | 0.1 | -4
O=C(NC(=S)Nc1ccccc1)c1csnn1 | -6 | 0.6 | -8 | -5 | 0 | 89 | 18 | -0.6 | -11
CNc1c(NS(=O)(=O)c2ccc(OC)cc2)c(=O)oc2ccccc12 | -5 | 2.9 | 0 | -4 | 6 | 103 | 3 | 4.9 | 2
Cc1cc(C)cc(N(CC(=O)NCC2CCCO2)C(=O)CCC(=O)Nc2nccs2)c1 (configuration not stated) | -7 | 0.6 | 1 | -13 | 0 | 101 | 0 | -0.2 | -1
COc1ccc(CCNC(=O)c2cc3cccc(OC)c3oc2=O)cc1OC | -9 | -0.4 | 1 | -13 | -2 | 94 | -8 | 0.1 | -11
O=C(Nc1cccnc1)c1cccc(NC(=O)c2ccco2)c1 | -4 | 0.5 | 0 | -12 | 3 | 99 | nt | 2.1 | -11
CCOC(=O)N1CCN(C(=O)CSCC(=O)Nc2nc(-c3ccc(OC)cc3)cs2)CC1 | -4 | 5.3 | -1 | 6 | -1 | 91 | 13 | 2.4 | -1
Fc1cccc(Cl)c1CSc1nnc(-c2ccncc2)o1 | 0 | 1.6 | 4 | 22 | -2 | 102 | 8 | 2.0 | -5
CC(C)Cc1nnc(NC(=O)CCC(=O)N2CCN(c3ccc(F)cc3)CC2)s1 | 5 | 2.6 | 2 | 0 | 3 | 103 | -2 | 2.8 | -9
C[C@H](CO)N1C[C@H](C)[C@@H](CN(C)C(=O)Nc2ccccc2)Oc2c(NC(=O)Cc3ccccc3)cccc2C1=O | 0 | 2.2 | nt | nt | nt | nt | nt | 0.6 | -1
O=C(COC(=O)Cc1ccccc1F)NCCc1ccccc1 | -6 | -0.1 | nt | nt | nt | nt | nt | 0.8 | 9
Cc1nc(SCC(=O)N2CC(=O)Nc3ccccc32)nc(C)c1C | 2 | -0.2 | -19 | -6 | 5 | 89 | 14 | 0.3 | -5
Cc1csc(Nc2cccc3ccccc23)n1 | -9 | -1.7 | -6 | -2 | 7 | 97 | -8 | -1.1 | -2
CCOc1cc(C(=O)N(C)CC(=O)Nc2cccc3ccccc23)ccc1OC | -4 | -1.5 | nt | nt | nt | nt | nt | -0.2 | -3
O=C(/C=C/c1ccccc1[N+](=O)[O-])Oc1ccccc1 | nt | -1.3 | 2 | 14 | 1 | 102 | 24 | -0.4 | -10
COc1ccc(C(=O)N/N=C(\C)c2ccccn2)cc1OC | -1 | 0.8 | -6 | -5 | -4 | 92 | -7 | 1.8 | 1

Quoted at random: 2 entries already listed.
SMILES | GalR3 antagonist | OXTR agonist | MEKK2 mut-MEK5 | GPR7 antag | PfM18AAP inh | MEKK2 WT-MEK5 | NALP1 yeast inh | V1aR counter | OXTR potentiator
Cc1cc(NC(=O)Cc2ccsc2)ccc1Br | -8 | -0.4 | 6 | 6 | -2 | 112 | 10 | 1.2 | -11
Cc1ccc(-c2nc(CNC(=O)c3ccco3)cs2)cc1 | -4 | 3.3 | 11 | 9 | 19 | 104 | 19 | 4.1 | -5

(further entries)
SMILES | GalR3 antagonist | OXTR agonist | MEKK2 mut-MEK5 | GPR7 antag | PfM18AAP inh | MEKK2 WT-MEK5 | NALP1 yeast inh | V1aR counter | OXTR potentiator
Cc1ccccc1OCC(=O)N/N=C/c1cccc(Oc2ccc([N+](=O)[O-])cc2[N+](=O)[O-])c1 | 5 | 2.3 | 1 | -10 | -1 | 107 | 37 | 1.1 | -4
COc1ccc(OCC(=O)OCC(=O)N2C(C)CCCC2C)cc1 (configuration not stated) | 1 | 1.9 | nt | nt | nt | nt | nt | 1.3 | -8
Cc1c(C2(O)CCCCC2)[nH]c2ccc(C(F)(F)F)cc12 | -4 | -0.2 | nt | nt | nt | nt | nt | 2.6 | -1
CC(C)CCN1C(=O)CCC1(C)C(=O)NC1CCCCCC1 (configuration not stated) | nt | -0.7 | -3 | -3 | -2 | 101 | 2 | -0.2 | -1
Nc1c(N(Cc2ccco2)C(=O)c2ccc(Br)cc2)c(=O)[nH]c(=O)n1Cc1ccccc1 | -4 | -1.2 | nt | nt | nt | nt | nt | -0.1 | -3
CSc1ccccc1NC(=O)Cn1c(-c2cscn2)nc2ccccc21 | 1 | 0.3 | 0 | -4 | -6 | 98 | 3 | -0.7 | -2
CCN(c1c(C)n(C)n(-c2ccccc2)c1=O)S(C)(=O)=O | 2 | 0.4 | 5 | 6 | -1 | 108 | 4 | 0.4 | -2
COc1ccc(N(CCN2C(=O)c3ccccc3C2=O)C(=O)c2cccc([N+](=O)[O-])c2)cc1 | -4 | -1.8 | 8 | -1 | -2 | 106 | 8 | 0.7 | -12
COc1ccc(Cl)cc1S(=O)(=O)N1CCCC(C(=O)NCc2ccccc2)C1 (configuration not stated) | -2 | -0.5 | 4 | -1 | 4 | 110 | 17 | 0.5 | -4
CCOC(=O)CC1CCCCN1Cc1nc(-c2ccc(F)c(OC)c2)oc1C (configuration not stated) | -5 | -1.6 | 15 | -9 | 4 | 109 | -2 | 0.5 | -5

From PubChem BioAssay
